Vif-APOBEC3F blk = blocks the Vif interaction with APOBEC3F; hit rate 0.2% among 390,000; Potency, µM (titrated, usually from 46.1 µM), without a hit: top-dose activity, negative = active; HeLa A3F-eYFP + Vif (tagged APOBEC3F with the HIV-1 protein that degrades it), YFP fluorescence increase; further: potency means the concentration at half of the fitted maximal effect; % of control where 0% means no effect; nearly all actives have a fitted effect of over 65% in size
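HeLa cells stably expressing A3F-eYFP plus Vif, plated and incubated overnight at 37 deg C, then exposed to compounds overnight at 37 deg C. Blocked degradation read as raised yellow fluorescence (Ex 488/Em 500-530).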
D1 antagonist = blocks dopamine activation of the human D1 receptor; P21728; HEK293 TREx D1 cells, calcium flux, dopamine EC80; stronger effect = lower value; activity change, negative = inhibition, % at 10 µM; hit rate 3.2% among 360,000; in the data active means activity change below about -30%; further: on the % scale 0 is the no-effect control and ±100 the full control effect
Target sequence (P21728 whole entry, looked up): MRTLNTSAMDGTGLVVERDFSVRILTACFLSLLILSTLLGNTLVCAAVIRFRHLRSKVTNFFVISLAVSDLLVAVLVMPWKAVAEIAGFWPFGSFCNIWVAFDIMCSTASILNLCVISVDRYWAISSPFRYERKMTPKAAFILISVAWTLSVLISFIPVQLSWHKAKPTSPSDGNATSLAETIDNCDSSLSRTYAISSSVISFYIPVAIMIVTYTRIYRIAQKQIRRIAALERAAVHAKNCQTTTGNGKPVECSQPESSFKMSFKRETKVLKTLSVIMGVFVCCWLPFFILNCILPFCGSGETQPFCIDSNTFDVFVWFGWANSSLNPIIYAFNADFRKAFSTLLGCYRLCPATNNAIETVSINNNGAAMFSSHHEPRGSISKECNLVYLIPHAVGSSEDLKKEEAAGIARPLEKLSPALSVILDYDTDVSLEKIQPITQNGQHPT
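Tetracycline-induced HEK293 Trex D1 cells, force-coupled to calcium, dye-loaded; compounds added and read 180 s, then EC80 dopamine added and calcium flux tracked kinetically another 180 s.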
D1 ag = activates the human D1 dopamine receptor. P21728. HEK293 T-REx D1 cells, calcium flux, agonist mode. activation, % at 2 µM. hit rate 1% among 360,000. AID 504660; in the data active means activation above about 30%; further: 0% is about no effect
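Agonism was scored from calcium flux recorded over 180 s (1 read/s) after pintool compound addition, following a 10-cycle baseline. Cells were inducible force-coupled HEK293 TREx D1, plated overnight at 30 C and loaded with no-wash calcium dye.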
GRP78 ERSR act = inducers of ER stress response in human glioma cells. U87-MG GRP78 promoter luciferase reporter, 16 h. Potency, µM, for inactives: at the top dose activation, most hits filed as activators. hit rate 0.02% among 420,000; further: potency means the concentration at half of the fitted maximal effect; series mostly up to about 76 µM; % of control where 0% means no effect; nearly all actives have a fitted effect of over 35% in size
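ERSR induction read as luciferase luminescence (Bright-Glo, 10 min at room temperature) in stably transfected human U87-MG glioma cells exposed to compounds for 16 h, using GRP78 as sensor.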
D1 potentiator = potentiators of human D1 dopamine receptor | HEK293 TREx D1 cells, calcium flux, dopamine EC20 potentiation | potentiation, % at 10 µM | hit rate 0.036% among 360,000; in the data active means potentiation above about 30%; further: 0% is about no effect
Vif-APOBEC3G blk = blocks the Vif interaction with human APOBEC3G. Q9HC16. HeLa A3G-eYFP + Vif (tagged APOBEC3G with the HIV-1 protein that degrades it), YFP fluorescence, overnight. Potency, µM (doses to about 46.1 µM), without a hit: at the top dose activity, negative = active, actives largely listed as inhibitors. hit rate 0.076% among 410,000. AID 602310;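 further: potency means the concentration at half of the fitted maximal effect; on the % scale 0 is the no-effect control and ±100 the full control effect; nearly all actives have a fitted effect of over 60% in size; hits raise eYFP signal because A3G escapes Vif-driven loss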
Target sequence (Q9HC16 whole entry, looked up): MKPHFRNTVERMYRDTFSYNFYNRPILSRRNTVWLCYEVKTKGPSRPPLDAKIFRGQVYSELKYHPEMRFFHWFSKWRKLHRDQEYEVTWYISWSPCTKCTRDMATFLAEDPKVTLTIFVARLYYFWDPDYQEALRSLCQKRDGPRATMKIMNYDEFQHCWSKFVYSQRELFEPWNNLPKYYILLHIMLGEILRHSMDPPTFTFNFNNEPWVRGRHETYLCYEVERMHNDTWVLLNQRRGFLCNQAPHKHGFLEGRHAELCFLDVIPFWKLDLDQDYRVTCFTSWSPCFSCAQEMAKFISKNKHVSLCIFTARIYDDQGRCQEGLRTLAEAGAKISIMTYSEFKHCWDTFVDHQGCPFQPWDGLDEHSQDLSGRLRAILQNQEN
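Read-out is eYFP fluorescence (Ex 488/Em 500-530) from Vif-expressing HeLa A3G-eYFP cells; more signal means A3G escaped Vif-mediated degradation. Cells plated overnight, compound pinned in, incubated overnight at 37 deg C.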
LDHA block = blocks human lactate dehydrogenase A. hit rate 0.15% among 480,000. purified LDHA, NADH/diaphorase-resazurin fluorescence; stronger effect = lower value. P00338. AID 1347041. activity change, % (values are at about 110 or 230 µM); in the data active means activity change below about -30%; inconclusive means mostly about -25% to -30%;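 further: plate controls were DMSO wells for no effect and wells without enzyme for full effect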
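Enzyme activity of human lactate dehydrogenase 5 (2 nM; 0.06 mM NADH, 0.2 mM pyruvate, 5 min, RT) is measured via a resazurin/diaphorase fluorescence readout of residual NADH.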
RXFP1 ag = agonists of human relaxin receptor RXFP1; HEK293T-RXFP1 cAMP TR-FRET, 30 min; response scale: percent of porcine relaxin response, buffer zero; Potency, µM (series often up to 57.5 µM), inactives show at the top dose activation, most hits filed as activators; hit rate 0.3% among 370,000; further: potency means the concentration at half of the fitted maximal effect; on the % scale 0 is the no-effect control and ±100 the full control effect; nearly all actives have a fitted effect of over 60% in size; many of its hits are not listed in these tables
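HEK293T cells stably expressing RXFP1 were pretreated with the PDE4 inhibitor Ro 20174, exposed to compounds for 30 min at 37C, lysed, and cAMP was read by TR-FRET. Data normalized to buffer (basal) and 29 nM porcine relaxin (100%).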
D2 potentiator = positively modulates the human D2 dopamine receptor allosterically. P14416. HEK293 T-REx D2, calcium flux, EC20 dopamine potentiation. potentiation, % at 10 µM. hit rate 0.34% among 340,000. AID 485347;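 active means potentiation over 3 SD above the plate norm, cut at about 30% in these data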; further: 0% is about no effect
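Potentiation of an EC20 dopamine calcium response measured kinetically over 180 s, after a preceding 180 s compound-only read flagging agonists. Cells: inducible Hek293 Trex D2 line, 4000/well, cultured overnight at 30 C before dye loading.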
Starred values were filed as active, the others as inactive; ? = inconclusive; nt = no result given; & = joins results of further samples. Unless noted, the call rests on the fitted dose curve; in most records, active means well fitted curve in the direction sought with a large enough effect; inconclusive means small, poorly fitted or top-dose-only effect, or another doubt; inactive means no such curve, though single readings can be large; an effect the other way counts as inactive or inconclusive. Some of the compounds tested, so the mix of outcomes need not match the whole.

SMILES	Vif-APOBEC3F blk	D1 antagonist	D1 ag	GRP78 ERSR act	D1 potentiator	Vif-APOBEC3G blk	LDHA block	RXFP1 ag	D2 potentiator
CCC(CC)c1nnc(NS(=O)(=O)Cc2ccccc2)s1	-3%	-5	4	2%	0	1%	0	0.4%	12
COc1ccc(/C(C)=N/NC(=O)CNC(=O)c2cccnc2)c(OC)c1	-2%	-2	0	-2%	5	2%	-7	0.3%	4
COc1ccc(/C=N\NC(=O)c2ccccc2)cc1COc1ccccc1	4%	7	-1	4%	-5	-6%	-5	0.1%	6
Cc1ccc(NC(=O)c2ccc(NCCN)c([N+](=O)[O-])c2)cc1	0%	8	1	2%	2	-1%	-2	-0.5%	7
COc1ccc(-c2cc(C(=O)N3CCCC3)no2)cc1OC	0%	1	-1	2%	-6	-1%	-6	0.3%	nt
C[C@H](CO)N1C[C@H](C)[C@@H](CN(C)C(=O)NC2CCCCC2)Oc2c(NS(=O)(=O)c3cn(C)cn3)cccc2C1=O	-3%	nt	nt	1%	nt	-5%	0	nt	nt
CCOC(=O)N1CCc2c(sc3c2c(=O)n(-c2ccc(Cl)cc2)c(=O)n3Cc2cccc(OC)c2)C1	0%	-7	2	-3%	-2	5%	-3	-2.0%	nt
CC(C)c1ccc(NC(=O)C2CCCN(S(=O)(=O)c3ccc(Br)s3)C2)cc1 (configuration not stated)	0%	0	5	-3%	1	4%	-7	1.6%	-2
Cc1ccc(CNC(=O)c2ccc(CSCc3ccccc3C)o2)cc1	0%	-13	26	-4%	-3	2%	1&0	-2.9%	-13
Cc1ccc2nc(SCC(=O)N(C)C3CCS(=O)(=O)C3)[nH]c2c1 (configuration not stated)	1%	-9	2	5%	-2	0%	-10	0.6%	1
COc1cccc(NC(=O)COC(=O)C2CC(=O)N(c3ccc(C)cc3)C2)c1 (configuration not stated)	-3%	-6	2	0%	-3	2%	-1	0.0%	-11
CC(=O)NN1C(=O)/C(=C\c2ccc(C)cc2)SC1=S	0%	24	2	2%	-2	-4%	-1	-2.2%	-6
NS(=O)(=O)c1cccc(NC(=O)CSc2nc3ccc(Cl)cc3[nH]2)c1	-3%	4	4	-2%	2	-8%	6	1.4%	-6
O=C(CSc1nnc(CNC(=O)c2ccccc2F)o1)c1ccccc1	nt	-4	1	0%	-4	0%	-9	-0.3%	-1
COc1ccc(OC)c(CNS(=O)(=O)c2ccc3c(c2)CCCN3C(C)=O)c1	-6%	-10	1	-4%	-5	-2%	-4	-1.0%	-4
COc1ccc(C2C(C(=O)c3ccco3)=C(O)C(=O)N2c2nnc(C)s2)cc1OC (configuration not stated)	-3%	6	4	-3%	2	0%	5	25%	-6
CCN(CC)C(=O)C1CCN(S(=O)(=O)c2c(C)noc2/C=C/c2cccc(C)c2)CC1	-5%	8	3	-1%	-1	-10%	-2	-0.3%	3
CCCOc1ccc(CN2CCOCC2)cc1OC	0%	11	1	-3%	-6	-7%	-7	-2.6%	19
COc1ccc(S(=O)(=O)N2CCN(C)CC2)cn1	0%	-23	11	7%	-5	-1%	-4	-0.3%	5
CN(C)c1cccc(C(=O)OCC(=O)N(Cc2ccccc2)C2CCS(=O)(=O)C2)c1 (configuration not stated)	-4%	-9	5	4%	-3	-1%	-1	0.8%	16
Cc1cccc(NC(=O)/C(=C\c2ccco2)NC(=O)c2cccs2)c1	nt	-6	-1	-4%	-7	-4%	1	9.6%	-9
Cc1ccccc1CN1C(=O)[C@H]2Cc3c([nH]c4ccccc34)C(C)(C)N2C1=O	1%	nt	nt	3%	nt	-9%	-3	nt	nt
COc1ccc(NC(=O)CN(C)C(=O)C(Sc2ccccc2)c2ccccc2)cc1 (configuration not stated)	4%	6	1	-1%	-5	5%	2	0.7%	8
O=C1CN(S(=O)(=O)c2ccc([N+](=O)[O-])cc2)CC(=O)N1	6%	7	1	-3%	-6	-1%	2	1.1%	-9
Cc1ccc(OCC(=O)OCC(=O)N2c3ccccc3CC2C)cc1C (configuration not stated)	-5%	14	6	-1%	-2	0%	-1	2.4%	-2
O=C(COC(=O)CCS(=O)(=O)c1ccccc1)NC(=O)c1ccc(OC(F)F)cc1	6%	-11	3	-5%	-5	-1%	-3	0.4%	-6
O=C(CSc1nc2c(oc3ccccc32)c(=O)n1Cc1ccco1)Nc1ccccc1	2%	17	1	4%	-5	6%	0	6.9%	-2
COC(=O)c1ccc(NC(=O)CN2CCN(c3ccc(Cl)cc3)CC2)cc1	-1%&8%	1&2	10&-2	-2%&-3%	-8&1	2%&4%	-7&0	-2.0%&0.0%	12&0
NC(=O)c1ccc(Oc2cccc3cccnc23)c([N+](=O)[O-])c1	9%	-12	1	0%	-8	3%	10	6.1%	-2
Cc1ccc(C)c(S(=O)(=O)Nc2ccc3cn[nH]c3c2)c1	8%	-12	6	-2%	-4	0%	-2	-0.6%	-7
COc1cccc(-c2nc(CS(=O)(=O)CC(=O)N3CCCCC3)c(C)o2)c1	5%	-5	0	-1%	-6	8%	0	2.0%	0
Cc1cccc(CC(=O)N2CC(=O)Nc3ccc(C)cc3C2c2ccc(F)cc2)c1 (configuration not stated)	-1%	-4	9	-2%	3	-7%	-1	-0.3%	23
CCC(CC)C(=O)Nc1cc(-c2ccccc2F)nn1-c1ccccc1	-13%	-8	0	-1%	-1	0%	-2	-1.6%	-8
CCCCc1c(C)c(C#N)c2[nH]c3ccccc3n2c1=O	-11%	-18	12	-6%	-9	-1%	16	3.9%	6
COc1ccc(C=O)cc1COc1ccc2c(c1)OCO2	-5%	12	0	-3%	-8	?	-2	1.6%	5
Cc1cc(C)cc(OCCNC(=O)C(C)N2C(=O)c3ccccc3C2=O)c1 (configuration not stated)	10%	-11	2	-4%	-2	-11%	0	2.7%	nt
COC(=O)c1ccccc1NS(=O)(=O)c1ccc2c(c1)CCCN2C(C)=O	1%	-9	6	2%	4	0%	-7	-0.5%	1
O=C(NCCNC(=O)c1ccc(Cl)cc1Cl)c1cnccn1	-9%	-5	0	-4%	4	-2%	-11	-0.4%	1
CN1CCN(/N=C/c2ccc(-c3ccc([N+](=O)[O-])cc3)o2)CC1	-24%	-10	30	-2%	-7	-16%	-1	-1.2%	-3
Cc1nc(NC(=O)/C=C/c2ccccc2)sc1C(=O)Nc1ccccc1Cl	-6%	9	1	3%	0	0%	-14	2.5%	-4
O=C1/C(=C/c2ccc([N+](=O)[O-])cc2)C=C(c2ccccc2)N1c1ccc(O)cc1	3%	-10	0	-1%	-6	-4%	0	-1.1%	1
CC(=O)C1=C(C)N(Cc2ccccc2)C(=O)N[C@H]1c1cccc(C(F)(F)F)c1	7%	-2	1	-3%	-4	1%	1	0.0%	-4
O=C(NCc1ccccc1)C1=C[C@@H](c2coc3ccccc3c2=O)C[C@@H](OCCCCO)O1	5%	-2	0	-5%	-4	0%	-5	0.4%	11
O=C(CSc1nc(-c2ccccc2)nc2ccccc12)Nc1nccs1	0%	-6	0	-6%	-3	-8%	-9	?	-9
Cc1nnc2n1N=C(c1ccccc1)CS2	-9%	18	2	-4%	9	6%	-3	3.6%	5
CC(=O)NC1(c2cccc(F)c2)CCN(CC(=O)NC2CCCCC2)CC1	-13%	7	1	-4%	1	0%	4	1.0%	-10
Cc1ccc(C(C)C)c(OCCn2c(=O)oc3ccccc32)c1	-19%	3	37*	-5%	-4	-14%	3	0.5%	7
Cc1ccc(S(=O)(=O)NC(=O)N(CCC#N)Cc2ccccc2)cc1	7%	-4	1	-4%	-8	-3%	-9	0.0%	11
CCOc1ccc(N2C(=O)Nc3ccccc3C2(O)C(=O)NCc2ccc(OC)cc2)cc1 (configuration not stated)	-12%	-1	3	-3%	0	2%	-1	2.0%	-4
O=C(NCCN1CCCC(O)C1)c1cc(COc2ccc(F)cc2Cl)on1 (configuration not stated)	6%	2	2	-2%	-4	0%	-1	-1.5%	-4
CC(C)Sc1nc2ccc(N3C(=O)C4CCCCC4C3=O)cc2s1 (configuration not stated)	0%	-4	2	1%	-2	-1%	-4	1.8%	-1

Compounds shown so far containing a thiophene ring, fused or not:
SMILES	Vif-APOBEC3F blk	D1 antagonist	D1 ag	GRP78 ERSR act	D1 potentiator	Vif-APOBEC3G blk	LDHA block	RXFP1 ag	D2 potentiator
CCOC(=O)N1CCc2c(sc3c2c(=O)n(-c2ccc(Cl)cc2)c(=O)n3Cc2cccc(OC)c2)C1	0%	-7	2	-3%	-2	5%	-3	-2.0%	nt
CC(C)c1ccc(NC(=O)C2CCCN(S(=O)(=O)c3ccc(Br)s3)C2)cc1 (configuration not stated)	0%	0	5	-3%	1	4%	-7	1.6%	-2
Cc1cccc(NC(=O)/C(=C\c2ccco2)NC(=O)c2cccs2)c1	nt	-6	-1	-4%	-7	-4%	1	9.6%	-9

Bioassay records: PubChem BioAssay, National Center for Advancing Translational Sciences (NCATS)
